GAA glycogen: inhibitors or activators of human alpha-glucosidase glycogen cleavage; recombinant GAA, glycogen substrate, Amplex Red glucose oxidase fluorescence; P10253; AID 2100; actives 0.38% (n = 300,000); Potency, µM (titrated, usually from 76.4 µM), for the others: at the top dose activity change, negative = inhibition, usual class: inhibitors;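 further: 0% = full enzyme reaction and -100% = no-enzyme basal signal; the screen sought inhibitors and activators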
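Recombinant enzyme (4 nM final) with compounds titrated up to 77 uM and bovine liver glycogen (30 ug) in citrate pH 5.0, 0.01% Tween-20, 37 C 40 min. Released glucose detected by Amplex Red/glucose oxidase (Ex 573/Em 610); AC50 from Hill fits.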
Epigenetic reg: epigenetic control regulation, reporter derepression; murine LDR cells, GFP reporter derepression, 30 h; Potency, µM (series often up to 53.9 µM), for inactives: top-dose GFP activation, hits mostly activators; actives 0.2% (n = 280,000); AID 1865; further: % of control where 0% means no effect; nearly all actives have a fitted effect of over 60% in size
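Murine LDR cells bearing a silenced CMV-driven GFP reporter were exposed to compound for 30 h at 37 C. After PBS washes, GFP-positive cells (20-120 um objects) counted by laser-scanning microplate cytometry.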
Tau fluor cs: counter-screen for tau fibril formation inhibitors; tau K18 P301L Alexa594 fluorescence, heparin fibrillization; Potency, µM (series often up to 57.7 µM), for inactives: at the top dose activity change, negative = decrease; actives 0.93% (n = 280,000); AID 1463; further: on the % scale 0 is the no-effect control and ±100 the full control effect; nearly all actives have a fitted effect of over 55% in size
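Human tau K18 P301L (15 uM unlabeled, 0.24 uM Alexa 594-labeled) in 100 mM sodium acetate pH 7 with 20 uM heparin, 6 hr at 37 C. ThT 30 uM added, 1 hr ambient; Alexa 594 FP and total fluorescence read at 555/632 nm.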
* = called active by the depositor; ? = inconclusive; & = joins results of further samples; [ ] = remark or other dose. The call rests on the fitted dose curve; in most records, active means well fitted curve in the direction sought with a large enough effect; inconclusive means small, poorly fitted or top-dose-only effect, or another doubt; inactive means no such curve, though single readings can be large; an effect the other way counts as inactive or inconclusive. Potency means the concentration at half of the fitted maximal effect.

compound,GAA glycogen,Epigenetic reg,Tau fluor cs
CCOC(=O)Cn1c(=O)oc2cc(S(=O)(=O)N3CCN(c4cccc(Cl)c4)CC3)ccc21,-5%[76.3 µM],0.0%,-18%
COc1ccccc1-c1nnc(SCC(N)=O)o1,2%[76.3 µM],-1.6%,4%
COc1cc(C(=O)NCC(c2cccnc2)N2CCc3ccccc32)cc(OC)c1OC (centres undefined),-6%[76.3 µM],0.0%,-22%
CSc1ccc(-c2nc3c(C)cccn3c2Nc2ccc3c(c2)OCCO3)cc1,?,1.1%,?
O=C1Nc2ccc(S(=O)(=O)Nc3ccccc3O)c3cccc1c23,?,0.0%,-28%
COc1ccc(Cl)cc1S(=O)(=O)Nc1ccc2[nH]c(=O)[nH]c2c1,-1%[76.3 µM],-0.3%,-11%
COc1cc2c(=O)n(CCC(=O)NCC3CCCO3)c(=O)n(CC(=O)Nc3c(C)cccc3C)c2cc1OC (centres undefined),8%[76.3 µM],2.7%,-6%
COc1ccc(-c2nn3c(-c4ccc(OC)cc4)nnc3c3ccccc23)cc1,-8%[76.3 µM],1.9%,-6%
COC(=O)Cc1c(C)c2ccc3c(c2oc1=O)CN(Cc1ccc(Cl)cc1)CO3,-1%[76.3 µM],1.9%,-10%
CC1=C(C(=O)OCC(C)C)C(c2ccc(OCc3ccccc3)cc2)N2C(=O)CCSC2=N1 (centres undefined),-15%[76.3 µM],-4.8%,-28%
COc1ccc(Nc2cc(C)c3cc(NC(=O)c4cc(OC)cc(OC)c4)ccc3n2)cc1,4%[76.3 µM],?,13µM*[quencher]
COc1ccc(CNC(=O)c2c(O)nc3c(C)cccn3c2=O)cc1,-9%[76.3 µM],0.0%,-8%
Cc1ccc2oc(C(=O)Nc3ccc(S(=O)(=O)Nc4nc(C)cc(C)n4)cc3)cc(=O)c2c1,-5%[76.3 µM],0.0%,-22%
CCOc1ccccc1NC(=O)NCc1noc2ccc(C)cc12,10%[76.3 µM],-1.4%,?
CN(C(=O)c1cc2c(s1)-c1ccc(Cl)cc1SC2)c1cccc(C(F)(F)F)c1,3%[76.3 µM],-2.3%,-17%
CCn1cc(S(=O)(=O)c2cccc(Cl)c2)c(=O)c2cc(F)c(N3CCC(C)CC3)cc21,-2%[76.3 µM],-1.2%,-15%
CCc1ccc2oc(-c3ccc(C)c(NC(=O)c4ccc(C#N)cc4F)c3)nc2c1,1%[76.3 µM],-0.2%,-4%
CCc1cccc(C)c1NC(=O)C(NS(=O)(=O)c1ccc2c(c1)CCC(=O)N2)c1ccccc1 (centres undefined),14%[76.3 µM],-0.3%,-8%
COc1ccc(N2CCN(C(=O)c3ccc(Nc4nc5ccccc5n5nnnc45)cc3)CC2)cc1,19%[76.3 µM],-4.1%,?
CCCCN(CCCC)CCNC(=O)c1cn(CC)c2ccc(S(=O)(=O)N3CCc4ccccc4C3)cc2c1=O,9%&11%[76.3 µM],-0.1%,-11%
CCCOC(=O)c1cccc(Nc2nc(C(=O)OCC)nc3ccccc23)c1,3%[76.3 µM],0.9%,?
Cc1ccc(-c2nnc(C3CCN(S(=O)(=O)c4ccc(C)c(C)c4)CC3)o2)cc1,-15%[76.3 µM],10%,-22%
COc1ccc(N2CCN(c3ncnc4c3nc3n4CCCCC3)CC2)cc1,0%[76.3 µM],-1.2%,-25%
Cc1ccc(CN(Cc2ccco2)C(=O)COc2cccc(C)c2C)o1,-15%[76.3 µM],-1.6%,4%
COc1ccc(C)cc1NS(=O)(=O)c1c(C)nc2sc(C)cn2c1=O,-8%[76.3 µM],0.8%,0%
COc1ccc(-c2nc3ccccc3o2)cc1NC(=O)c1ccc(-c2cccc(Cl)c2C)o1,-12%[76.3 µM],-0.5%,-19%
Cc1ccc(C)n1-c1nnc(N2CCCC(C(=O)NCc3ccccc3)C2)s1 (centres undefined),2%[76.3 µM],13%,-18%
Cc1cccc(OCC(=O)Nc2cccc3cccnc23)c1C,-5%[76.3 µM],2.8%,-14%
Cc1ccc(CNC(=O)CS(=O)(=O)Cc2nc(-c3ccccc3C)oc2C)cc1,18%[76.3 µM],-0.3%,-1%
Cc1oc(C)c2c(=O)cc(-c3ccc4c(c3)OCO4)cc(OC(=O)c3cccc(Cl)c3)c12,-11%[76.3 µM],11%,-25%
CCN(CC)S(=O)(=O)c1ccc2c(c1)N(CC(=O)Nc1ccc(F)cc1)C(=O)CO2,-11%[76.3 µM],0.0%,-23%
CCCCOc1ccc(C2=NC(c3cccs3)=Nc3ccc(OC)cc3N2)cc1,-16%[76.3 µM],1.3%,?
CC(C)CCn1c(=O)c2cccnc2n(CC(=O)Nc2ccccc2F)c1=O,-6%[76.3 µM],0.0%,-7%
COc1cccc(C(=O)Nc2nnc(S(=O)(=O)N3CCOCC3)s2)c1,-8%&11%[76.3 µM],-0.2%,?
CCN(CC)c1ccc(NC(=O)c2cc3c(=O)n4cccc(C)c4nc3n2C)c(C)c1,-3%[76.3 µM],0.0%,4%
Cc1cc(NC(=O)c2cc(-c3ccc(F)cc3)on2)nn1Cc1ccc(Cl)cc1,12%[76.3 µM],0.0%,-1%
COCCNC(=O)c1c(NC(=O)Cc2coc3cc(C)ccc23)sc2c1CCCC2,5%[76.3 µM],1.1%,-24%
Cc1cccc(NC(=O)CSc2nc3ccccc3nc2N2CCC(C)CC2)c1,9%[76.3 µM],-1.0%,-19%
CCCS(=O)(=O)c1nc(S(=O)(=O)c2ccc(C)cc2)c(N(C)Cc2ccccc2)s1,-15%[76.3 µM],-0.3%,-18%
CCC(C)NC(=O)CCSc1nc(-c2ccc3c(c2)OCO3)cc(C(F)(F)F)n1 (centres undefined),0%[76.3 µM],3.8%,-19%

Record cards, from the list above. Order of screens: GAA glycogen	Epigenetic reg	Tau fluor cs
`Cc1cc(NC(=O)c2cc(-c3ccc(F)cc3)on2)nn1Cc1ccc(Cl)cc1` is listed with 12%[76.3 µM]	0.0%	-1%
`Cc1cccc(OCC(=O)Nc2cccc3cccnc23)c1C` is listed with -5%[76.3 µM]	2.8%	-14%

(more compounds)
Sequence of screens – GAA glycogen, Epigenetic reg, Tau fluor cs
CCSc1ncc(Cl)c(C(=O)Nc2ccc(S(=O)(=O)N3CCCCC3CC)cc2)n1 (centres undefined)
 : -10%[76.3 µM], -1.9%, ?
CCOc1cc(C(=O)Nc2ccc(NC(=O)c3cc4ccccc4o3)c(OC)c2)cc(OCC)c1OCC
 : 2%[76.3 µM], 3.2%, -24%
Cc1ccc(CNC(=O)CCc2c(C)nc3nc(CNC(=O)OC(C)(C)C)nn3c2C)cc1
 : -7%[76.3 µM], -6.1%, -6%
O=C(CN1C(=O)COc2ccc(S(=O)(=O)N3CCOCC3)cc21)N1CCN(c2ccc(F)cc2)CC1
 : -1%[76.3 µM], 2.5%, -7%
Cc1sc2ncn(CC(=O)N3CCN(c4ccc(F)cc4)CC3)c(=O)c2c1S(=O)(=O)N1CCN(c2ncccn2)CC1
 : 3%[76.3 µM], 0.0%, -25%
O=C1CC(c2nnc(Cc3ccc(Cl)cc3)o2)CN1c1ccccc1 (centres undefined)
 : 23%[76.3 µM], -4.3%, -7%
CCC(Oc1ccccc1F)C(=O)Nc1cc(-c2ccccc2)no1 (centres undefined)
 : -1%[76.3 µM], 0.0%, ?
CCOc1ccc(CCNC(=O)c2cc(Nc3ccc(C)cc3C)nc3ccccc23)cc1OCC
 : -17%[76.3 µM], -1.0%, -21%
Cc1ccc(OCC(=O)Nc2ccc3nn(-c4ccc(Cl)cc4)nc3c2)cc1
 : 12%[76.3 µM], -0.5%, -15%
CCc1nnc(SC(CC)C(=O)NCCOC)c2cc3occc3n12 (centres undefined)
 : -11%[76.3 µM], -1.7%, -11%

A portion from further up, as a working copy:
Sequence of screens – GAA glycogen, Epigenetic reg, Tau fluor cs
CCSc1ncc(Cl)c(C(=O)Nc2ccc(S(=O)(=O)N3CCCCC3CC)cc2)n1 (centres undefined)
 : -10%[76.3 µM], -1.9%, ?
CCOc1cc(C(=O)Nc2ccc(NC(=O)c3cc4ccccc4o3)c(OC)c2)cc(OCC)c1OCC
 : 2%[76.3 µM], 3.2%, -24%

Back to the main list with the 2 entries that preceded the break.
Sequence of screens – GAA glycogen, Epigenetic reg, Tau fluor cs
Cc1ccc(OCC(=O)Nc2ccc3nn(-c4ccc(Cl)cc4)nc3c2)cc1
 : 12%[76.3 µM], -0.5%, -15%
CCc1nnc(SC(CC)C(=O)NCCOC)c2cc3occc3n12 (centres undefined)
 : -11%[76.3 µM], -1.7%, -11%
COc1ccccc1NC(=O)CSc1oc(-c2ccccc2)nc1S(=O)(=O)c1ccccc1
 : 1%[76.3 µM], 0.2%, ?
Cc1ccccc1CNCc1c(C(=O)O)c(C)n(Cc2ccc(F)cc2Cl)c1C
 : 16%[76.3 µM], -6.0%, 2%
CCOc1ccc(NC(=O)CSc2nc(-c3ccc(OC)cc3)nc3c2Cc2c(CO)cnc(C)c2O3)cc1
 : 2%[76.3 µM], -0.9%, -3%
Cc1cccc(C)c1OCc1cc(=O)n2c3c(sc2n1)CCCC3
 : 9%[76.3 µM], -2.4%, -11%
CCOc1ccc(C(=O)Nc2cccc(NC(=O)c3ccco3)c2)cc1Cl
 : 1%[76.3 µM], 0.0%, -22%
CCN(c1cccc(C)c1)S(=O)(=O)c1ccc(-n2cccn2)cc1
 : -20%[76.3 µM], 0.1%, -29%
Cc1ccc(C(=O)NC2(C(F)(F)F)C(=O)Nc3c2c(=O)[nH]c(=O)n3CCc2ccccc2)cc1 (centres undefined)
 : 13%[76.3 µM], -0.1%, 1%
Cc1nc(-c2ccccc2)sc1-c1ccc(SCC(=O)NCc2ccc(Cl)cc2)nn1
 : -2%[76.3 µM], 6.9%, -11%
Cc1ccccc1C(=O)Nc1cccc(OCc2cc(=O)n3c(C)csc3n2)c1
 : 10%[76.3 µM], 7.9%, -5%
O=C(CCS(=O)(=O)c1nc(-c2ccc3c(c2)OCO3)cc(C(F)(F)F)n1)Nc1ccc(Br)cc1
 : 11%[76.3 µM], -1.0%, -14%
Cc1ccc(C(=O)O)cc1NC(=O)c1nsc2ccccc12
 : 0%[76.3 µM], 3.6%, -18%
COC(=O)c1ccc(NC(=O)CSc2ccc(-c3cccs3)nn2)cc1
 : 15%[76.3 µM], 2.9%, -9%
CCOCCCNC(=O)CN1C(=O)COc2ccc(S(=O)(=O)N3CCOCC3)cc21
 : -8%&-9%[76.3 µM], 0.0%, -2%
O=C(Nc1ccc(F)c(F)c1)C1CCCN1S(=O)(=O)c1cccc2nsnc12 (centres undefined)
 : 16%[76.3 µM], 0.0%, -19%
COc1cccc(CNC(=O)CNS(=O)(=O)c2ccc3nc(C)sc3c2)c1
 : 11%[76.3 µM], 1.8%, -9%
CCN(CC)c1ccc(NC(=O)c2cnn(-c3ccccc3)c2-n2cccc2)c(C)c1
 : 3%[76.3 µM], -2.0%, -25%
CCOc1ccc(C(=O)Nc2nc(-c3ccc(Br)cc3)ns2)cc1
 : -4%[76.3 µM], -2.4%, -7%
Cc1ccc2c(c1)c1c3n2CCN(C(=O)c2ccc(C(F)(F)F)cc2)C3CCC1 (centres undefined)
 : 4%[76.3 µM], 0.0%, -19%
CCN(Cc1ccccc1)C(=O)CN1C(=O)COc2ccc(S(=O)(=O)N(CC)CC)cc21
 : 4%[76.3 µM], -1.1%, -18%
Cc1ccc2c(=O)cc(C(=O)Nc3sc4c(c3C(=O)NCc3ccco3)CCC4)oc2c1
 : -3%[76.3 µM], 7.4%, -13%
COc1ccc(CCNc2oc(COc3ccc(Cl)cc3)nc2C#N)cc1OC
 : 1%[76.3 µM], 0.0%, ?
CCOC(=O)c1c(NC(=O)c2cc(C(C)C)on2)sc(C)c1C
 : -9%[76.3 µM], 0.9%, -13%
CCCCOC(=O)c1ccc(NC2=NS(=O)(=O)c3ccccc32)cc1
 : 7%[76.3 µM], 0.2%, -27%
COc1cccc(CNC(=O)CCc2c(C)c3cc4c(C)coc4c(C)c3oc2=O)c1
 : 4%[76.3 µM], -0.2%, 10%
COCCN1CCc2nc(SCC(=O)Nc3ccc(Br)cc3)[nH]c(=O)c2C1
 : 11%[76.3 µM], 1.7%, -7%
COc1cc(-c2nnc(SCC(=O)Nc3ccc(F)c(Cl)c3)o2)cc(OC)c1OC
 : 13%[76.3 µM], -6.1%, -7%
CCn1c(CNC(=O)c2ccc(OC)cc2)nnc1SCC(=O)Nc1cc(C)ccc1C
 : -6%[76.3 µM], -0.5%, -16%
Cc1ccc(-n2nc(CO)c(C(=O)NCc3cccs3)n2)cc1
 : 0%[76.3 µM], -2.6%, -2%

Some of the compounds tested, so the mix of outcomes need not match the whole.
